ssDAF-12 act: S. stercoralis DAF-12 activation, primary screen; HEK293 ssDAF-12/GRIP1 lit1-tk-luc reporter, luminescence; % of 3 µM dafachronic acid response; 370,000 tested, 1% active; activation, % at 6.8 µM; AID 652126;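 active = activation above the mean over all tested compounds plus 3 SD, cut at about 0.9% in these data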;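 note: 0% = DMSO-only wells and 100% = 3 µM delta7-dafachronic acid wells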
KLK7 zymogen act: activators of human kallikrein-7 zymogen; P49862; purified proKLK7, EDANS-DABCYL substrate fluorescence; 100% is mature enzyme control, 0% vehicle; activation, % at 7 µM; 370,000 tested, 0.9% active;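 active = activation above the mean of all tested compounds plus 3 SD, computed per campaign excluding outliers beyond control limits, cut at about 13% in these data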
Target sequence (P49862 whole entry, looked up): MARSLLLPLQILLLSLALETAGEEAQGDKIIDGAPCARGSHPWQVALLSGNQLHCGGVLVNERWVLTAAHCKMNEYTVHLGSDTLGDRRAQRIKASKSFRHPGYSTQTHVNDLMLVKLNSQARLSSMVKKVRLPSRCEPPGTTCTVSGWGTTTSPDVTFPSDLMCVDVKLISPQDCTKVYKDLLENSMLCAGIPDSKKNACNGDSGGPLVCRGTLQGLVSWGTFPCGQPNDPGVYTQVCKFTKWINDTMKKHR
hcDAF-12 act: H. contortus DAF-12 activation, primary screen. HEK293 hcDAF-12 lit1-tk-luc reporter, luminescence; 0% DMSO, 100% Δ7-dafachronic acid. activation, % at 6.8 µM. 370,000 tested, 1.4% active. AID 652067;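 active = activation above the mean of all tested compounds plus 3 SD, cut at about 5.5% in these data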;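 note: 100% = response to 3 µM Δ7-dafachronic acid high control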
NPR2 activator: GC-B (human) receptor activation | AID 1920062 | HEK293-GC-B cells, CNP EC30, cGMP TR-FRET; 0% at EC30 CNP, 100% saturating CNP | 370,000 tested, 0.11% active | activation, % at 10 µM;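 active = activation at 10 µM reaching about 35% in either raw or pattern-adjusted values, limit read from the data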
hgDAF-12 ag: agonists of H. glycines DAF-12 nuclear receptor. HEK293 GAL4-hgDAF12 UAS-luciferase reporter, agonist luminescence; normalized to butyrate control. activation, % at 6.8 µM. 370,000 tested, 1.8% active. AID 687014;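 active = activation above a cutoff set at the mean of all screened compounds plus 3 SD, cut at about 10% in these data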;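 note: 0% = DMSO wells and 100% = sodium butyrate wells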
DAX1 inh-1: blocks DAX1 repression of SF-1 activated StAR promoter | 370,000 tested, 1.1% active | HEK293T StAR-luciferase reporter, SF-1/DAX-1 repression relief | inhibition, % at 6.8 µM | AID 652010;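 active = inhibition above the mean over all tested compounds plus 3 SD, cut at about 3.6% in these data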;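 note: 0% = DAX-1 cells with DMSO and 100% = cells lacking DAX-1 with DMSO; higher inhibition means more luminescence from relief of DAX-1 repression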
NPR1 activator: GC-A (human) enzyme activation; P16066; activation, % at 10 µM; HEK293 GC-A cells, cGMP TR-FRET, EC30 ANP; 0% at EC30 ANP, 100% saturating ANP; 370,000 tested, 0.14% active; in the data active = activation above about 40%
SMARCA2 act: activators of SMARCA2 function; AID 652017; 370,000 tested, 1% active; MG213 cells, MMTV-luciferase reporter, dexamethasone, overnight; activation, % at 9.1 µM; in the data active = activation above about 7.8%;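 note: 0% = vehicle wells and 100% = reference activator wells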
DAX1 inh-2: inhibitors of human orphan nuclear receptor DAX1 (NR0B1); P51843; HEK293 Gal4-DAX1 luciferase reporter, luminescence; inhibition, % at 6.75 µM; 340,000 tested, 0.99% active; AID 504766;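 active = inhibition above the mean over all tested compounds plus 3 SD, cut at about 4.2% in these data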;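 note: 0% = DAX1-transfected cells with DMSO and 100% = empty-vector control cells with DMSO; inhibition shows as a rise in luminescence from relieved DAX1 repression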
Target sequence (P51843 207-470 limits assumed): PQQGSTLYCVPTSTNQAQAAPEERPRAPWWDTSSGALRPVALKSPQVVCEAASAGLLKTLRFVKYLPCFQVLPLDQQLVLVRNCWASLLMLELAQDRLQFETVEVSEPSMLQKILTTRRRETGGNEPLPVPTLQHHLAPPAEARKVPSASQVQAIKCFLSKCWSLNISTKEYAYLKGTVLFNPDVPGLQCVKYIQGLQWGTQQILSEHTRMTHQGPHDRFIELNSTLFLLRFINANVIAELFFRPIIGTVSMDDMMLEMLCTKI
GAA850 FXN act: increases GAA850 frataxin promoter reporter activity. AID 540364. activation, % at 6 µM. 360,000 tested, 0.56% active. HEK293 lucGAA850 FXN promoter luciferase reporter, 24 h; percent of 10 µM SAHA response;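 active = activation above the average of all compounds screened plus 3 SD, cutoff fixed separately per campaign, cut at about 7.5% in these data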;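 note: 0% = DMSO wells and 100% = 10 µM SAHA wells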
sPLA2-III inh: Inhibits HGIII-sPLA2 liposome hydrolysis, primary screen | Q9NZ20 | QFRET BODIPY PC-A2 liposome hydrolysis, fluorescence | inhibition, % at 12.2 µM | 370,000 tested, 0.56% active;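 active = inhibition above mean plus 3 SD of compounds lying within the high and low control bounds, cut at about 19% in these data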;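 note: 0% = median of test compound wells and 100% = no enzyme DMSO wells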
Target sequence (Q9NZ20 whole entry, looked up): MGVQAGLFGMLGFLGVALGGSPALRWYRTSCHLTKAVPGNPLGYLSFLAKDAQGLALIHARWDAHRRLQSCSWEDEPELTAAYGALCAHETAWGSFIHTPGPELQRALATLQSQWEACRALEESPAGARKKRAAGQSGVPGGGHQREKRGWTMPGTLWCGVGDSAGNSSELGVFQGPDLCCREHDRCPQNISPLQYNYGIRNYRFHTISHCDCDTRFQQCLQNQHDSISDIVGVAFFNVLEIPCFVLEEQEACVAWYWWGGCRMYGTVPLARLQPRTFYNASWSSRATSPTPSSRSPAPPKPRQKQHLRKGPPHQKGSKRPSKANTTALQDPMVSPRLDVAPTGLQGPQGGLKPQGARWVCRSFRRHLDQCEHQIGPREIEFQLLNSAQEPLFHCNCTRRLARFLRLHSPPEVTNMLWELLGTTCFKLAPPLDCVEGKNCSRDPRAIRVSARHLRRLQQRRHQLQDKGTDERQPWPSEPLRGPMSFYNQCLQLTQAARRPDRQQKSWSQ
An asterisk follows results filed as active; · = not tested or not shown.

SMILES	ssDAF-12 act	KLK7 zymogen act	hcDAF-12 act	NPR2 activator	hgDAF-12 ag	DAX1 inh-1	NPR1 activator	SMARCA2 act	DAX1 inh-2	GAA850 FXN act	sPLA2-III inh
Cc1cc(C(F)F)n2nc(C(=O)Nc3sc4c(c3C(N)=O)CCC4)nc2n1	-1.6	-0.3	-2.4	6	-2.3	-0.2	-1	5	0.1	-1.0	-1
O=C(COc1ccc(Cl)cc1)Nc1ncc([N+](=O)[O-])s1	-1.2	0.0	3.5	1	3.1	0.2	6	-8	-1.3	-2.3	-10
NC(=O)c1ccc(OCC(F)(F)F)nc1	-1.1	0.1	0.0	10	-0.3	0.9	2	-1	-0.7	-1.7	3
O=C(CCS(=O)(=O)c1ccc(Br)s1)NCc1ccccc1	-1.3	0.5	0.0	-6	0.9	-0.3	-1	-2	1.1	-0.9	3
O=C(C[C@H]1C[C@H](C(=O)N2CCOCC2)[C@@]2(CCC3CCCC3)c3[nH]c4ccc(Cl)cc4c3CCN2C1=O)NCCN1CCOCC1	-1.2	0.1	0.0	-1	-1.2	-0.1	0	-6	0.6	-1.2	8
COc1ccc(OCCCC(=O)N2CCN(S(=O)(=O)c3cccc(F)c3)CC2)cc1	-1.3	0.5	-0.8	2	1.5	-1.8	-1	-1	-2.1	1.4	-5
CC(=O)NC(Cc1ccc(F)c(F)c1)C(=O)NC1CCN(c2c(Cc3ccccc3)c(C)nc3ncnn23)CC1 (stereo not given)	0.8	0.2	-2.0	2	-0.9	-0.4	-4	3	1.1	-0.1	-1
O=C(Nc1cccc(Oc2ccccc2)c1)C1Cc2c(-c3ccccc3)ccnc2O1 (stereo not given)	-1.0	0.1	-2.6	2	-2.6	-1.2	-3	-4	·	0.0	-1
C[C@H](CO)N1C[C@H](C)[C@@H](CN(C)Cc2ccc(C(F)(F)F)cc2)OCc2cnnn2CCCC1=O	-1.4	0.3	-1.1	4	3.4	-0.2	2	-2	1.2	2.0	0
CCCCC(=O)Nc1cc([N+](=O)[O-])ccc1F	-1.5	0.5	-0.6	1	-0.2	-0.1	2	-1	-0.2	1.1	0
O=C(Nc1cccnc1)c1cc2c(s1)-c1ccccc1OC2	-0.7	-37	-0.5	-5	2.6	-0.6	8	-3	0.5	3.1	-6
CC(C)[C@H]1COCCS(=O)(=O)N1Cc1ccccc1-c1ccccc1	-1.0	0.0	-1.7	-2	1.1	-1.4	2	-2	-0.4	-1.0	2
CC(NC(=O)Cc1ccc(Br)cc1)c1ccccc1 (stereo not given)	-1.5	0.1	-0.4	-1	-0.4	-0.2	0	-2	-1.4	0.0	11
CCOc1ccccc1N1CCN(C(=O)c2cc3ccccc3cc2OC)CC1	-0.7	-0.3	0.7	7	0.6	-4.6	-6	-2	-2.6	-4.3	5
CCOC(=O)N1CCN(Cc2nc3c(c(=O)n(C)c(=O)n3C)n2CCC(C)C)CC1	-0.9	0.9	2.0	3	-2.9	-0.9	1	0	0.9	1.4	-4
COc1cccc(C2CC(C(F)(F)F)n3ncc(C(=O)NCc4ccco4)c3N2)c1 (stereo not given)	-1.3	0.1	-1.8	5	-1.7	-0.5	4	-1	-0.9	-1.1	-37
CCCC(=O)Nc1ccccc1NC(=O)c1ccc(OCC)cc1	-0.8	0.4	0.3	4	3.1	-0.4	0	1	1.3	0.0	-2
Cc1ccc(NC(=O)C2(c3ccc([N+](=O)[O-])cc3)CCCC2)cc1	-0.1	0.4	4.6	-1	5.1	-0.6	-7	-3	-1.5	0.4	2
Cc1cc(NNC(=O)c2cccc(C(F)(F)F)c2)nc2c1c(C)nn2C	-2.1	1.7	-3.7	-6	-6.8	-1.9	5	-7	-5.8	0.1	13
CC(NC(=O)c1cc(S(=O)(=O)N2CCCC2)cn1C)c1ccccc1 (stereo not given)	-1.2	-0.1	-0.7	-3	0.3	0.3	0	0	0.4	-1.7	2
CCN(CC)S(=O)(=O)c1ccc(-c2nnc(SCC(=O)Nc3ccc(OC)cc3)o2)cc1	-1.9	0.6	-1.4	4	2.1	0.3	-4	5	-2.6	2.4	7
COc1ccccc1CNS(=O)(=O)c1cc2c3c(c1)C(C)C(=O)N3CCC2 (stereo not given)	-0.9	-0.1	-1.2	1	-2.2	-0.7	1	-4	-0.5	-1.8	-24
CC(=O)NC1=NC(=O)/C(=C/c2cn(C(C)=O)nc2-c2ccccc2)S1	-2.2	-0.1	0.3	-12	8.0	-0.1	3	2	0.2	-1.8	-4
O=c1cc(NCCO)c2ccccc2o1	-1.4	-0.8	-1.6	5	-1.2	0.5	0	-2	1.2	0.8	-6
COc1ccccc1CN1C[C@@H]2C[C@@H](c3ccccc3C)N3CCC[C@@]23C1=O	-2.0	-0.3	-1.6	-11	-1.9	-0.8	-14	0	-1.8	0.4	5
(more compounds)
SMILES	ssDAF-12 act	KLK7 zymogen act	hcDAF-12 act	NPR2 activator	hgDAF-12 ag	DAX1 inh-1	NPR1 activator	SMARCA2 act	DAX1 inh-2	GAA850 FXN act	sPLA2-III inh
C=CCCC1CN(CCCC)S(=O)(=O)c2c(F)cccc2O1 (stereo not given)	-0.6	-0.6	-0.7	-1	2.2	-0.1	-4	-5	0.4	-0.7	-2
CCOc1ccccc1NC(=O)c1c(NC(=O)CCC(=O)O)sc2c1CCCCC2	-0.2	-0.1	2.0	-10	1.8	0.0	1	-1	0.0	1.6	-9
C=CCn1c(SCC(=O)NCc2ccccc2)nnc1-c1ccccc1O	-1.6	-0.6	-0.9	-3	0.9	-0.6	-3	2	-1.7	0.1	-3
Cc1ccc(C)c(NC(=S)NCCN2CCOCC2)c1	-1.0	-0.1	0.9	2	2.4	-0.1	2	-1	-0.8	0.5	-2
Cn1c(=O)[nH]c2ncn(C)c2c1=O	-0.7	0.0	-0.4	2	11*	1.1	2	-5	-0.2	1.7	7
Cc1ccc(Nc2nc(COC(=O)C3CC3)cs2)cc1	-0.9	0.5	1.8	1	11*	1.9	0	3	-0.2	3.4	-10
CCCCc1ccc(NC(=O)Nc2c(C)n(C)n(-c3ccccc3)c2=O)cc1	-1.0	-0.1	-1.3	4	-0.7	1.8	1	-2	0.2	-0.7	0
COc1cc([N+](=O)[O-])c(C(=O)N2CCOCC2)c([N+](=O)[O-])c1	-1.1	-0.1	0.7	-2	0.6	0.2	3	-2	0.3	2.0	20*
O=c1c2ccccc2nc(-c2ccccc2)n1CCCN1CCOCC1	-1.1	0.3	2.2	1	-1.6	-1.6	3	-2	0.6	0.9	7
COC(=O)c1ccc(NC(=O)CS(=O)(=O)Cc2ccccc2)cc1	-1.2	-0.9	-1.2	1	0.4	-0.1	-2	-3	0.9	-1.1	-24
CCC(=O)N1CCN(c2ccc(NC(=O)c3ccc4c(c3)OCCO4)cc2)CC1	-1.5	2.8	-1.1	0	1.7	-0.1	-2	1	-0.7	1.1	2
O=C(c1ccc2ccccc2c1)C1CCCN(C(=O)CCn2cnnn2)C1 (stereo not given)	-1.2	1.0	-0.5	3	-0.2	0.0	5	1	-0.8	0.8	4
CN1c2ccccc2N(C)C1c1ccc2c(c1)OCO2	-1.2	-0.1	-0.3	-12	1.0	-0.7	1	-4	-0.8	-0.5	6
COc1ccccc1CNC(=O)COC(=O)Cc1c(F)cccc1Cl	-0.5	1.0	-1.1	-2	-0.6	0.2	2	0	-0.3	1.4	2
C=CCn1c(SCC(=O)NCC2CCCO2)nc2scc(-c3ccco3)c2c1=O (stereo not given)	-0.8	0.2	-1.0	5	2.3	0.0	-3	-2	-0.6	1.9	-11
Oc1ccccc1C(=S)N1CCCCC1	-0.5	0.2	4.1	15	-1.0	0.3	-1	3	0.0	-0.5	10
Cc1nc(NC(=O)CSc2nnc(-c3ccc4c(c3)OCO4)o2)c(Cl)cc1Cl	-0.8	-0.4	2.8	4	2.8	-0.2	-2	7	0.3	2.1	-18
O=C(CCCC(=O)OCC(F)(F)C(F)F)Nc1ccccc1F	-1.1	0.1	0.7	3	0.3	-0.2	5	-5	2.3	2.6	9
COC(=O)CSc1nc(Cc2ccccc2)nc2ccccc12	-1.2	0.0	-1.7	-5	-2.8	-0.1	-6	5	-1.1	0.8	-11
CC1=CC(C)(C)NC(=S)N1CCO	-1.2	0.3	-1.3	-1	1.3	-0.8	0	-3	0.7	-0.5	9
COc1ccc(OC)c(NC(=O)Cc2coc3cc(C)cc(C)c23)c1	-2.1	0.1	-1.6	-6	-2.2	-0.7	-5	-5	0.2	2.0	-1
Cc1nc(Nc2ccccc2F)c2oc3ccccc3c2n1	-0.8	0.1	0.7	-5	4.7	-0.3	9	5	0.3	2.2	-3
COCc1cc(C)nc2sc(C(=O)Nc3ccccc3C)c(N)c12	-1.5	3.5	-1.1	1	-0.6	-0.5	6	-2	-0.5	2.5	3
Cc1ccc(CNC(=O)CSCc2ccccc2)cc1	0.0	0.4	-0.5	1	5.4	1.1	0	1	0.5	1.1	-4
COc1ccc(CC2(CO)CCN(Cc3cccc4nccnc34)CC2)cc1	-1.4	0.0	-1.7	-1	-0.5	0.1	0	-1	-0.7	1.5	-1

An excerpt from above, reduced to NPR2 activator:
SMILES	NPR2 activator
CCCCc1ccc(NC(=O)Nc2c(C)n(C)n(-c3ccccc3)c2=O)cc1	4
COc1cc([N+](=O)[O-])c(C(=O)N2CCOCC2)c([N+](=O)[O-])c1	-2

The list continues:
SMILES	ssDAF-12 act	KLK7 zymogen act	hcDAF-12 act	NPR2 activator	hgDAF-12 ag	DAX1 inh-1	NPR1 activator	SMARCA2 act	DAX1 inh-2	GAA850 FXN act	sPLA2-III inh
O=C(NCC1CC1)c1onc(CSc2ccncc2)c1C(=O)NCC1CC1	-1.1	0.3	2.6	-7	0.6	-0.1	2	1	1.0	0.7	4
O=C1CC(N2CCSCC2)C(=O)N1c1ccc(F)cc1 (stereo not given)	-0.1	0.1	-0.5	1	-0.7	-0.8	2	-4	1.3	1.1	-1
CC1(C(=O)NCc2cccnc2)CCC(=O)N1Cc1cccs1 (stereo not given)	-0.3	-0.2	-2.1	-1	-2.0	-0.5	5	-1	0.4	0.3	4
COc1cc(/C=C(\C#N)C(=O)Nc2cccc(C(=O)O)c2)ccc1OCc1ccc(C)cc1	-0.3	0.1	6.5*	-2	8.6	0.8	4	-2	1.1	5.0	0
O=[N+]([O-])c1ccc(Oc2cccc(F)c2)c2ccncc12	-1.1	-0.2	-0.1	5	1.0	-1.0	0	0	0.0	1.3	3
NC(=O)Cn1c(=O)n(CCc2ccccc2)c(=O)c2c3c(sc21)CCCC3	-1.0	-0.5	1.6	0	1.9	0.3	1	-3	1.2	0.9	3
O=CN1CCN(C(=O)c2ccc3c(c2)OCO3)CC1	-1.0	-0.3	-0.9	-1	0.9	-0.9	2	-2	0.5	1.6	2
N#Cc1ccc2ccn(CC(=O)N3CCCc4ccccc43)c2c1	-0.8	-0.6	-0.2	1	-1.4	-0.1	-3	-4	0.1	2.0	-2
O=C(O)C1CCCCN1S(=O)(=O)c1ccccc1 (stereo not given)	-0.5	0.5	-0.7	10	2.9	-0.5	3	5	1.6	-0.3	2
Cc1[nH]c2ccc(Br)cc2c(=O)c1CN1CCOCC1	0.1	0.6	2.8	7	-0.5	-0.3	3	-1	0.6	-1.1	3
COc1cccc(/C=N/NC(=O)c2ccc(N3CCCC3=O)cc2)c1	-1.8	0.4	-1.4	3	-1.5	-1.1	-7	0	2.1	-2.4	4
